TGFb inhibitor – inhibitors of TGF-b signaling. HepG2 CAGA-GFP TGF-b/SMAD3 reporter, GFP fluorescence, 18 h; TGF-beta stimulated, 500 pg/mL final. Potency, µM (doses to about 46.1 µM), without a hit: top-dose activity, negative = inhibition, most hits filed as inhibitors. 410,000 tested, 1.2% active. AID 588855; note: potency is the fitted concentration of half-maximal effect; % is set by controls: 0 for no effect and ±100 for the full control effect; nearly all actives have a fitted effect of over 65% in size
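HEPG2 CAGA-GFP, 1000 cells/well; 2 h settle, 37 C; cpd via pin tool; TGF-b 500 pg/mL final; 18 h, 37 C; GFP imaging ex488/em500-530; %Activity normalised to -TGF-b and +DMSO controls; CRC fit, curve class.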
Nrf2 inh – Nrf2 pathway inhibition; AID 504444; A549 ARE-Fluc reporter, luciferase luminescence, 18-24 h; Potency, µM (series often up to 46 µM), for inactives: at the highest dose activity change, negative = inhibition, actives largely listed as inhibitors; 360,000 tested, 2.1% active; note: potency is the fitted concentration of half-maximal effect; % is set by controls: 0 for no effect and ±100 for the full control effect; nearly all actives have a fitted effect of over 60% in size
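A549 ARE_Fluc cells (5000/well, 5% FBS OPTI-MEM) pre-incubated 2 h, then treated with compounds 18-24 h at 37C/5% CO2 in concentration-response. CellTiter-Fluor viability read first; BugLite luciferase luminescence after 15 min at room temperature gives Nrf2 activity.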
Mm-Cpn inhibitor – blocks the Methanococcus maripaludis chaperonin Mm-Cpn. purified Mm-Cpn ATPase, ADP Transcreener TR-FRET. Potency, µM (highest dose often 76.9 µM), for inactives: at the highest dose activity, negative = inhibition, hits mostly inhibitors. 330,000 tested, 0.031% active. AID 504842; note: potency is the fitted concentration of half-maximal effect; % is set by controls: 0 for no effect and ±100 for the full control effect; nearly all actives have a fitted effect of over 80% in size
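Eu-cryptate anti-ADP/ADP-d2 competition gives a ratio inversely related to ADP. Enzyme at 25 nM was pre-exposed to compound for 10 min, then given 10 uM ATP for 30 min, 37°C throughout.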
Nrf2 activator – activators of Nrf2 (ARE) signaling | 410,000 tested, 0.31% active | Potency, µM (series often up to 46.1 µM), inactives show top-dose activation, actives largely listed as activators | AREc32 ARE-luciferase reporter (MCF7-derived line), luminescence, 24 h; note: potency is the fitted concentration of half-maximal effect; % of control where 0% means no effect; nearly all actives have a fitted effect of over 65% in size
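AREc32 cells carrying an ARE-driven firefly luciferase, 1000 cells/well in OPTI-MEM with 5% FBS, dosed after overnight attachment and incubated 24 hr at 37 deg C. Steady-Glo luminescence read after 30 min at RT.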
EPAC2 antag – EPAC2 (human) antagonism. EPAC2 GEF exchange of Rap1B-BODIPY-GDP, fluorescence. Potency, µM (doses to about 114 µM), for inactives: at the highest dose activity, negative = inhibition, hits mostly inhibitors. Q8WZA2. 360,000 tested, 0.18% active; note: potency is the fitted concentration of half-maximal effect; % is set by controls: 0 for no effect and ±100 for the full control effect; nearly all actives have a fitted effect of over 45% in size; many of its hits are not listed in these tables
Target sequence (Q8WZA2 whole entry, looked up): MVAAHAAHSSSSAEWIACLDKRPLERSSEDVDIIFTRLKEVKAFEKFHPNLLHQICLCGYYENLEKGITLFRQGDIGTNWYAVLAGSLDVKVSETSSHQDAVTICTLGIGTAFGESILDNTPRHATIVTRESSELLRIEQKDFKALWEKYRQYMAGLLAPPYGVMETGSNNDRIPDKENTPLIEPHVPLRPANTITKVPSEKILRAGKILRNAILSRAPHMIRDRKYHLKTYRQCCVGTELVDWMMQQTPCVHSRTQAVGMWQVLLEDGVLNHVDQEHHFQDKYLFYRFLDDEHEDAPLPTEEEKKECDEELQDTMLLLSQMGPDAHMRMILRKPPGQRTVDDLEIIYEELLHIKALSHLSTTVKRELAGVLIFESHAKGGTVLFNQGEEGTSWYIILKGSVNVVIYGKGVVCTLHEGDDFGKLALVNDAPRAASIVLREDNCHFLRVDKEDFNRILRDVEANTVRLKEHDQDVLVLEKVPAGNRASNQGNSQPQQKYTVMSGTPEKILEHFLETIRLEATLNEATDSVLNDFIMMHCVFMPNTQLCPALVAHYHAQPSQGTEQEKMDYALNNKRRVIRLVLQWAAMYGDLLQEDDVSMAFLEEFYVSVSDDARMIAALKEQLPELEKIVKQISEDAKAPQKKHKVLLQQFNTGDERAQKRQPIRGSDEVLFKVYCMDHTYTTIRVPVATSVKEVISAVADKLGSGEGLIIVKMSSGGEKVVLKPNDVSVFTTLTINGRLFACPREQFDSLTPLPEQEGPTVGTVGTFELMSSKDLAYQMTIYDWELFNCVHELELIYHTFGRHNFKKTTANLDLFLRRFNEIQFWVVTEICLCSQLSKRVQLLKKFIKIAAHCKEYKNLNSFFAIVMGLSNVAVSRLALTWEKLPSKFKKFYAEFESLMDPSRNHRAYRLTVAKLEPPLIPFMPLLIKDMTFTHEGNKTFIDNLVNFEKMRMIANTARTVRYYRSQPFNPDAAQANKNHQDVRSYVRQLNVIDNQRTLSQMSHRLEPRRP
CCT modulator – modulators of cytosolic chaperonin (CCT/TRiC) activity. 360,000 tested, 0.3% active. AID 651819. activity change, % (no concentration beside the values), hits read low. purified chaperonin ATPase assay, HTRF ADP detection, 30 min; in the data active = activity change below about -30%; note: % is set by controls: 0 for no effect and ±100 for the full control effect
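Nucleotide hydrolysis assay: TRiC at 20–40 nM final (set by batch activity) with 10 uM ATP, 30 min at 37 °C, in presence of 76 uM compound. Detection by competitive ADP HTRF, 30 min ambient.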
A549 tox – kills or reduces viability of A549 cells in Nrf2 counter-screen; A549 ARE-Fluc cells, CellTiter-Fluor viability, 18-24 h; Potency, µM (titrated, usually from 46 µM), for inactives: at the highest dose activity change, negative = cytotoxicity, most hits filed as inhibitors; 390,000 tested, 0.16% active; note: potency is the fitted concentration of half-maximal effect; % is set by controls: 0 for no effect and ±100 for the full control effect
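A549 ARE-Fluc cells in 5% FBS OPTI-MEM, 5000 cells/well, rested 2 h then exposed to compounds in concentration-response for 18-24 h at 37 °C. Viability by CellTiter-Fluor fluorescence (Ex 405/Em 525) after 30 min; luciferase luminescence (BugLite, 15 min, RT) read afterwards.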
EPAC2 agonist – EPAC2 (human) agonism. 360,000 tested, 0.079% active. EPAC2 activation, biochemical qHTS; response scale: 100% = 6.5 mM cAMP response. Q8WZA2. Potency, µM (highest dose often 154 µM), for the others: at the top dose activation, actives largely listed as activators; note: potency is the fitted concentration of half-maximal effect; nearly all actives have a fitted effect of over 50% in size
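Fluorescence exchange assay: 100 nM EPAC2 with 250 nM RAP1B-BODIPY-GDP and 50 uM GDP; compounds tested as a concentration-titration series (qHTS). Loss of Rap1-bound BODIPY-GDP fluorescence read at 480/540 nm; data normalized to 6.5 mM cAMP.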
pAkt inh – blocks phosphorylation of Akt. Neuro2A IGF-stimulated pAkt S473 HTRF, 20 min; stronger effect = lower value. 360,000 tested, 0.32% active. activity change, % for hits at 50 µM; in the data active = activity change below about -80%; inconclusive = mostly about -51% to -80%; note: % is set by controls: 0 for no effect and ±100 for the full control effect
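Neuro2A cells in DMEM with 0.5% FBS, overnight at 37 deg C, given compound at single 50 µM final, then IGF (6 nM final) for 20 min at 37 deg C. Lysed; phospho-Akt Ser473 by HTRF after 24 h, 665/615 ratio.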
* marks the source's active call; other numbers are inactive results; i = inactive; u = inconclusive; x = no result given; & = joins results of further samples; [ ] = remark or other dose. Unless noted, calls come from the whole dose curve; as a rule, active = well fitted curve in the direction sought with a large enough effect; inconclusive = small, poorly fitted or top-dose-only effect, or another doubt; inactive = no such curve, though single readings can be large; an effect the other way counts as inactive or inconclusive. This is a subset; count on the stated rates, not on these rows.

SMILES	TGFb inhibitor	Nrf2 inh	Mm-Cpn inhibitor	Nrf2 activator	EPAC2 antag	CCT modulator	A549 tox	EPAC2 agonist	pAkt inh
CN1C(=O)C(O)(C2COC(C)(C)CC2=O)c2ccccc21 (centres undefined)	0%	x	2%	0.2%	5%	2.1	-4%	6%	i
COc1ccc(OC)c(NC(=O)Nc2ccc3[nH]ccc3c2)c1	-9%	-14%	x	0.5%	-7%	1.6	6%	4%	i
CCOc1ccc(Cc2nc(C)c(CC(=O)N3CCCCC3)c(=O)[nH]2)cc1	-2%	-6%	0%	0.4%	5%	1.4	-2%	4%	i
CCOC(=O)c1sc2ccccc2c1S(=O)(=O)N1CCN(c2cccc(OC)c2)CC1	-25%	u	x	0.2%	x	x	-5%	x	x
Cc1ccc(C)c(NC(=O)Cc2nc(CCl)cs2)c1	2%	-3%	1%	4.1%	16%	1.5	-7%	-6%	i
CCOC(=O)N1CCN(C(=O)c2ccc3c(c2)N(Cc2cccc(Cl)c2)C(=O)c2ccccc2S3=O)CC1 (centres undefined)	u	21µM*	-1%	0.3%&7.1%	-14%	-2.2	u	8%	i
CCCCn1nc(C(=O)Nc2ccc3c(c2)OCCO3)c2ccccc2c1=O	-21%	15%	0%	0.3%	0%	0.1	6%	7%	i
COc1cccc(/C=N/NC(=O)c2ccc(CN3c4cccc5cccc(c45)S3(=O)=O)cc2)c1	-10%	u	-24%	-0.4%	-28%	0.1	-4%	6%	i
O=C(Nc1ccnn1C1CCN(CC(O)CO)CC1)C1CCCC1 (centres undefined)	-1%	14%	0%	-1.1%	0%	0.1	2%	2%	i
Cc1oc2cc3oc(=O)c(CCC(=O)NCCC(=O)O)c(C)c3cc2c1C	-19%	5%	-2%	-0.4%	-21%	-3.4	0%	-3%	i
CC1=C(C(=O)Nc2ccc(C(=O)N3CCN(c4cccc(Cl)c4)CC3)cc2)SCCO1	-11%	u	-1%	-0.4%	-7%	-0.5	1%	10%	i
Nc1nnc(SCC(=O)NN2C(=O)NC3(CCCCC3)C2=O)s1	2%	3%	1%	0.0%	-1%	1.7	0%	2%	i
CCC(C)Sc1cccc(-c2nc3ccccn3c2NCc2ccccc2)c1 (centres undefined)	u	0%	-8%	-2.6%	-7%	-0.9	-8%	3%	i
CC(=O)c1sc(NC(=O)CN2C(=O)CCC2=O)nc1C	21%	-15%	x	0.1%	16%	-0.9	-1%	6%	i
COc1ccc(/C=N/NC(=O)c2ccn[nH]2)cc1Cn1cc([N+](=O)[O-])cn1	0%	16%	1%	0.0%	2%	-1.4	0%	-4%	i
CCCCNC(=O)C1CC(=O)N(CCc2ccccc2)C1 (centres undefined)	-8%	0%	-2%	-1.0%	0%	-1.5	-1%	1%	i
CCCS(=O)(=O)NCCc1cc2ccc(OC)cc2[nH]c1=O	1%	20%	-1%	0.7%	1%	-0.4	-2%	2%	i
C[n+]1ccc(C(=O)Nc2ccccc2Cl)cc1	2%	-31%	0%	0.2%	2%	-2.3	1%	6%	i
CS(=O)(=O)N(CC(=O)N1CCN(c2ccc(F)cc2)CC1)c1ccc(F)c(Cl)c1	0%	u	1%	1.5%	-6%	-0.3	4%	14%	i
CCN(C(=O)COC(=O)/C=C/c1nc2ccccc2s1)c1c(N)n(Cc2ccccc2)c(=O)[nH]c1=O	-11%	-19%	x	13µM*	-1%	-1.2	9%	3%	i
Cn1c(SCC(=O)N2CCN(c3ccccc3)CC2)nnc1-c1ccccc1	0%	-23%	3%	-0.2%	8%	2.0	5%	4%	i
COc1ccc(Nc2nnc(SCC(=O)NC3CC3)s2)cc1	-15%	5%	0%	6.3%	6%	1.1	2%	4%	i
O=C(Nc1ccccc1)Nc1c(F)cccc1F	7%	2%	-9%	5.1%	-3%	-1.3	2%	4%	i
CC(NC(=O)Nc1ccc(Cl)cc1)C1CCCO1 (centres undefined)	2%	10%	-6%	2.4%	0%	1.2	9%	0%	i
COc1ccccc1CC(=O)Nc1cc(S(=O)(=O)N2CCOCC2)ccc1N1CCOCC1	9%	-8%	0%	-0.6%	4%	-10	0%	4%	i
COc1ccc(N(CC(=O)N2CCCCCC2)S(=O)(=O)c2ccccc2[N+](=O)[O-])c(OC)c1	-4%	0%	-4%	0.5%	-4%	0.2	-8%	9%	i
FC(F)(F)c1cccc(-c2nn[nH]n2)c1	-4%	-10%	-2%	0.2%	-2%	0.7	-8%	-4%	i
Cc1ccc(C(=O)NCCCN2CCOCC2)c(Cl)c1	4%	27%	1%	-0.5%	12%	0.0	-1%	-6%	i
O=C(COC(=O)Cc1ccc(Br)cc1)Nc1ccc(N2CCOCC2)cc1	1%	3%	0%	-0.1%	4%	1.7	1%	-1%	i
CNc1ccc(C(=O)c2ccccc2C(=O)O)cc1[N+](=O)[O-]	-5%	-5%	1%	5.8%	2%	-3.7	-27%	0%	i

Of the compounds above, 3 have fluorine.
SMILES	TGFb inhibitor	Nrf2 inh	Mm-Cpn inhibitor	Nrf2 activator	EPAC2 antag	CCT modulator	A549 tox	EPAC2 agonist	pAkt inh
CS(=O)(=O)N(CC(=O)N1CCN(c2ccc(F)cc2)CC1)c1ccc(F)c(Cl)c1	0%	u	1%	1.5%	-6%	-0.3	4%	14%	i
O=C(Nc1ccccc1)Nc1c(F)cccc1F	7%	2%	-9%	5.1%	-3%	-1.3	2%	4%	i
FC(F)(F)c1cccc(-c2nn[nH]n2)c1	-4%	-10%	-2%	0.2%	-2%	0.7	-8%	-4%	i

Additional records.
SMILES	TGFb inhibitor	Nrf2 inh	Mm-Cpn inhibitor	Nrf2 activator	EPAC2 antag	CCT modulator	A549 tox	EPAC2 agonist	pAkt inh
Cc1ccccc1C(=O)Nc1ccc2c(C#N)c3nc4ccccc4nc3n2c1	6%	u	-7%	0.3%	5%	-4.7	u	-4%	i
Nc1nc(N)nc(C2C=CCCC2)n1 (centres undefined)	-3%	-3%	x	-0.1%	-24%	0.3	7%	3%	i
O=C(Nc1cnn(C23CC4CC(CC(C4)C2)C3)c1)c1cnn2c(C(F)(F)F)cc(-c3ccco3)nc12	-2%	-11%	-1%	-0.9%	8%	2.6	0%	-10%	i
CCCCOC(=O)CSC1=C(C#N)C(c2ccccc2OC)C(C#N)C(=O)N1 (centres undefined)	11%	u	-1%	0.0%	8%	-0.3	2%	-20%	i
CCN(CC)S(=O)(=O)c1ccc(C(=O)OCCN2C(=O)c3cccc4c(N5CCOCC5)ccc(c34)C2=O)cc1	7%	-6%	-2%	0.0%	118%[activator]	-0.9	2%	-68%[inhibitor]	i
Cc1ccc(S(=O)(=O)N(C)CC(=O)N(C)CCOc2ccccc2)cc1	-11%	x	x	-1.5%	-6%	-1.2	x	2%	i
COc1ccc2c(c1)OC[C@H]1[C@H]2N2C(=O)c3cc(OC)c(OC)cc3NC(=O)[C@@]2(C)[C@H]1c1ccccc1	-42%	u	-8%	0.2%	13%	-2.5	1%	10%	i
COc1ccc(NC(=O)C23CCC(C)(C(=O)O2)C3(C)C)cc1 (centres undefined)	-2%	0%	1%	-0.8%	-1%	-2.7	1%	3%	i
Cc1nnc(SCC(=O)N2CCN(S(=O)(=O)c3ccccc3)CC2)n1Cc1ccccc1	-2%	14%	0%	-0.2%	13%	-0.7	1%	2%	i
CCn1cc(Cl)c(C(=O)Nc2nccs2)n1	2%	u	-1%	9.4%	0%	-2.0	1%	6%	i
Cc1ccc(NC(=O)CSc2nc3[nH]c(=O)cc(O)c3s2)c(Br)c1	-4%	-9%	-2%	-0.1%	1%	-1.2	-1%	4%	i
CC(C)(C)OC(=O)N1CCN(c2ccc(NC(=O)c3ccco3)cc2)CC1	30%	-26%	-1%	0.2%	-5%	-0.3	-5%	-5%	i
CN(C)c1ccc(/C=C(/C#N)C(=O)Nc2nc3c(s2)CCN(Cc2ccccc2)C3)cc1	35%[activator]	-3%	x	-0.7%	89%[activator]	-0.2	-12%	100µM*	i
O=C(C(c1ccccc1)c1ccccc1)N1CCN(Cc2ccncc2)CC1	7%	8%	-2%	0.3%	1%	0.3	6%	-5%	i
Cc1[nH][nH]c(=O)c1C(c1cc(Br)ccc1O)c1c(C)[nH][nH]c1=O	-7%	-3%	-2%	6.6%	4%	-0.6	-3%	-2%	i
Cc1cc2c(=O)n(NC(N)=O)c(C)nc2s1	-3%	x	1%	-0.2%	6%	0.6	-3%	-4%	i
CC(C)n1c(C(F)(F)F)nc2cc(C(=O)N3CCOCC3)ccc21	-24%	-2%	-1%	0.1%	2%	-1.1	0%	7%	i
COc1ccc(N(CC(=O)Nc2cc(C)ccc2C)S(=O)(=O)c2ccc(OC)c(OC)c2)cc1	21%	u	x	-1.1%	x	x	-3%	x	x
O=C(Nc1cc(C(F)(F)F)ccc1Cl)c1ccncc1	1%	u	0%	0.3%	4%	1.2	-1%	3%	i
O=C(CNC(=O)c1ccc(=O)[nH]c1)Nc1ccc(F)c(F)c1	-11%	4%	0%	-0.2%	-2%	-0.9	0%	9%	i
CCCNC(=O)C1(C)CCN(C(=O)c2ccccc2F)C1 (centres undefined)	3%	x	x	-0.4%	6%	0.2	x	10%	i
COC(=O)c1cccc(N(CC(=O)NC2CCCC2)C(=O)CCC(=O)Nc2cc(C)on2)c1	8%	25%	-1%	0.3%	4%	1.7	-2%	2%	i
CCN(CC)CCSc1nc(O)c(C(C)C)c(=O)[nH]1	-9%	5%	0%	0.1%	-3%	-1.8	-7%	10%	i

Screening results as filed in PubChem BioAssay.
